Assay outcomes deposited in PubChem by The Scripps Research Institute Molecular Screening Center.
TEAD-YAP inh: TEAD-YAP interaction inhibition. inhibition, % at 9.12 µM. hit rate 1.4% among 640,000. AID 1259422. HEK-TIYL cells, TEAD-Gal4/YAP UAS-luciferase luminescence; in the data active means inhibition above about 32%;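 further: 0% = median of test compound wells and 100% = reference inhibitor wells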
MITF primary: human MITF inhibition, primary screen. hit rate 0.91% among 650,000. AlphaScreen MITF homodimerization, bead proximity signal. inhibition, % at 2.6 µM; in the data active means inhibition above about 50%;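 further: 0% = vehicle wells with protein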
GPR151 ag: activators of human GPR151. PathHunter beta-arrestin GPR151 cells, luminescence. hit rate 1% among 650,000. activation, % at 11.2 µM. AID 1508602. Q8TDV0; in the data active means activation above about 4.9%;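 further: 0% = median of compound wells and 100% = cells with positive control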
Target sequence (Q8TDV0 whole entry, looked up): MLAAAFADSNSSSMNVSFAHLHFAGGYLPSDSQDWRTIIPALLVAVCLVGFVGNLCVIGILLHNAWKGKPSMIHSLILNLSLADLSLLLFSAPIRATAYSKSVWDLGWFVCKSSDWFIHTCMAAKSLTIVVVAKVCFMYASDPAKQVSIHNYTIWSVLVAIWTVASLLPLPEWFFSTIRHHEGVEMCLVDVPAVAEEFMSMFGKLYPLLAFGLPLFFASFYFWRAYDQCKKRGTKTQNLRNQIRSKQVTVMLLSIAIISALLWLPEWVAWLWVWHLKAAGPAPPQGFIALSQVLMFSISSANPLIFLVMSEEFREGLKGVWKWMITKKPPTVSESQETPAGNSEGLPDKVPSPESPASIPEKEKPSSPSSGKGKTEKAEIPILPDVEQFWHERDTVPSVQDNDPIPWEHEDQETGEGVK
FBW7 activator: human FBW7 E3 ligase activation, primary screen; Q969H0; hit rate 0.13% among 650,000; normalized activity (activation), % at 26.1 µM; AlphaScreen FBW7–phospho-cyclin E peptide binding, activator screen; AID 1259310; in the data active means normalized activity above about 1.9%;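 further: purified mutant Fbw7 with reduced substrate affinity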
Target sequence (Q969H0 whole entry, looked up): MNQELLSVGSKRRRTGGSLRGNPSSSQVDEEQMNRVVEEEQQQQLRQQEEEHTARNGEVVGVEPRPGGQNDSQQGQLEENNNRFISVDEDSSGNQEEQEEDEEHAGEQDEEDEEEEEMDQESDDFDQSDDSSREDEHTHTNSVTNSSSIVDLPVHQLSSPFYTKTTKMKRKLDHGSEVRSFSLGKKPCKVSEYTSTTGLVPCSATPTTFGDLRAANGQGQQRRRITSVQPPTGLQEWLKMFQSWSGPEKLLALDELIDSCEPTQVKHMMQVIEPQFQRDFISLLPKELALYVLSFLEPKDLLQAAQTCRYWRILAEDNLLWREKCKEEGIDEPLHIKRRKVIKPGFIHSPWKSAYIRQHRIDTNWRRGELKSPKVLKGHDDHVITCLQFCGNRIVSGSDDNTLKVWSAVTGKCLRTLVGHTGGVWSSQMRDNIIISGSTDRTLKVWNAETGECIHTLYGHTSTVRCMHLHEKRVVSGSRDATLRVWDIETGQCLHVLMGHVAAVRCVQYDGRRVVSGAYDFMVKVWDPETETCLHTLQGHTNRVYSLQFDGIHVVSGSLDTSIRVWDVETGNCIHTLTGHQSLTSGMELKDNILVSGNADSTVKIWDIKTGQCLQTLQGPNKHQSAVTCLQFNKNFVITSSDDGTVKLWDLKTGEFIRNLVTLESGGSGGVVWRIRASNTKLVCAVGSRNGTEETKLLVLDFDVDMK
Numbers without * were called inactive. An unsorted share of the library; overall some 3.4% were active at least once.

Fields: TEAD-YAP inh | MITF primary | GPR151 ag | FBW7 activator
#1 CC(C)c1ccc(NC(=O)N[C@H]2C[C@H]3C(=O)N4CCC[C@H]4C(=O)N3C2)cc1
    -9 | 3 | 0.7 | 0.1
#2 CN(CC(=O)NCCN1CCCCCC1)S(=O)(=O)c1cccc2nsnc12
    4 | -9 | 0.0 | 0.1
#3 O=C(c1ccc(S(=O)(=O)N2CCOCC2)cc1)n1nnc2ccccc21
    -1 | 6 | 0.0 | 0.3
#4 CC1CCN(C2=NC(=O)/C(=C/c3ccccc3F)S2)CC1
    54* | 23 | -1.0 | 0.2
#5 COc1ccc(N(NC(=O)C(c2ccc(C)cc2)(c2ccc(C)cc2)c2ccc(OC)cc2)C(=O)c2ccccc2)cc1
    2 | 4 | -0.9 | 0.0
#6 COc1cccc(C(=O)Nc2ccc3nc(N4CCOCC4)cc(C)c3c2)c1
    -4 | 8 | 1.2 | 1.0
#7 CCOC(=O)CN1C(=O)C(O)(CC(=O)c2ccc(OCC)cc2)c2ccccc21 (stereo not given)
    -5 | 28 | -1.2 | 1.0
#8 O=C(NCc1nnc2n1CCN(Cc1ccc(-c3ccccc3)cc1)CC2)c1ccccn1
    -39 | 18 | 2.8 | 0.0
#9 O=C(NCc1cccnc1)C(=O)NCC(c1ccco1)N1CCOCC1 (stereo not given)
    -8 | -4 | -0.3 | -0.1
#10 CCOc1ccc2nc(NC(=O)c3ccccc3OC)sc2c1
    -36 | 10 | -0.4 | 0.1
#11 C=CCNC(=O)C1CCN(S(=O)(=O)c2cc(Cl)ccc2Cl)CC1
    -5 | 1 | 1.2 | 0.0
#12 CN1CCN(c2nc(OC(C(F)(F)F)C(F)(F)F)nc(OC(C(F)(F)F)C(F)(F)F)n2)CC1
    -3 | 1 | 0.0 | 0.0
#13 Cc1cccn2c(=O)c3cc(C(=O)Nc4cccc(C(F)(F)F)c4)n(C)c3nc12
    0 | 9 | 0.1 | -0.1
#14 Cc1csc(NC(=O)CSc2nnc(-c3cccnc3)n2-c2ccc(C)c(C)c2)n1
    7 | 6 | -1.3 | -0.3
#15 CCc1ccc(OCC(=O)Nc2ccc(N3CCCCC3)cc2)cc1
    4 | 5 | -0.2 | -0.1
#16 O=C(NC1(C(F)(F)F)NC(=O)N(C2CCCCC2)C1=O)C1CCCCC1 (stereo not given)
    -3 | 3 | 0.5 | 0.0
#17 CCC(=O)N1CCN(c2ccc(NC(=O)C(C)C)cc2)CC1
    -10 | -12 | 1.9 | 0.1
#18 COc1cc(NC(=O)Cc2cccs2)c2ncccc2c1
    -3 | 10 | 2.3 | 0.0
#19 COc1cccc(OC)c1C(=O)Nc1c2c(nn1-c1ccc(F)cc1)CS(=O)C2 (stereo not given)
    9 | -76 | 1.6 | 0.2
#20 O=C(COC(=O)c1ccc2ccccc2n1)c1ccc(Cl)c(Cl)c1
    -3 | -9 | 5.6* | -0.2
#21 CC(C)OCCCNc1ccc(S(=O)(=O)N2CCOCC2)cc1N
    -3 | 6 | -1.1 | 0.0
#22 O=C1c2ccccc2-c2nc3ccccc3c(=O)n21
    6 | 4 | 0.1 | -0.1
#23 Cc1[nH]c2ccc(-c3nnc(SCC(N)=O)n3C)cc2c1C
    4 | 15 | 0.0 | 0.0
#24 O=C(C1CCN(S(=O)(=O)c2ccc(F)cc2)CC1)N1CCCCC1
    7 | -8 | -0.2 | 0.3
#25 CCC(C)C(C(=O)O)N1C(=O)c2ccccc2C1=O (stereo not given)
    -1 | -8 | 1.3 | 0.1
#26 CCOc1ccc(S(=O)(=O)Nc2ccccc2)cc1C
    3 | -1 | -0.8 | -0.1
#27 COc1cccc(OCCOc2cccc3ccc(C)nc23)c1
    5 | 13 | -1.6 | 0.5
#28 CCOC(=O)c1sc(NC(=O)CSc2nnc(CNC(=O)c3ccco3)n2C)c(C(=O)OCC)c1C
    6 | 0 | -1.2 | 0.4
#29 N#CCC(=O)N/N=C/c1cc2ccccc2[nH]1
    3 | 11 | 0.8 | 0.3
#30 O=C(O)CCCCCNc1c(C(=O)O)cc([N+](=O)[O-])cc1[N+](=O)[O-]
    0 | 8 | 1.6 | -0.2

Brought forward from above: two compounds; new compounds follow.
Fields: TEAD-YAP inh | MITF primary | GPR151 ag | FBW7 activator
#29 N#CCC(=O)N/N=C/c1cc2ccccc2[nH]1
    3 | 11 | 0.8 | 0.3
#30 O=C(O)CCCCCNc1c(C(=O)O)cc([N+](=O)[O-])cc1[N+](=O)[O-]
    0 | 8 | 1.6 | -0.2
#31 COc1ccc(CCC(=O)Nc2ccccc2F)cc1
    -38 | -5 | 1.8 | 0.0
#32 CCCCOc1ccccc1C1C(C(=O)OCC)=CN(Cc2ccc(F)cc2)C=C1C(=O)OCC
    7 | 17 | -0.2 | 0.1
#33 N#C/C(=C\c1ccc([N+](=O)[O-])cc1)C(=O)Nc1ccc(Cl)cc1[N+](=O)[O-]
    -9 | -5 | 0.3 | -0.4
#34 O=C(CCn1nc(-c2ccccc2)ccc1=O)NCCN1CCC(Cc2ccccc2)CC1
    7 | -5 | 3.6 | 0.0
#35 O=C(NCc1cccs1)C1CC12CCN(C(=O)c1ccc3c(c1)no[n+]3[O-])CC2 (stereo not given)
    4 | -2 | -1.2 | 0.0
#36 CCn1c(C)nnc1SCC(=O)Nc1nnc(C)s1
    2 | 12 | 0.1 | 0.0
#37 N#Cc1ccc(NC(=O)CSc2nc3ccccc3[nH]2)cc1
    9 | 19 | 0.8 | 0.1
#38 FC(F)(F)c1cccc(-c2cc(N3CCC4(CC3)OCCO4)nc(-c3cccnc3)n2)c1
    1 | 2 | 2.8 | -0.2
#39 Cc1ccc(C(=O)Nc2ccc(NC(=O)c3ccc(C)cc3)cc2)cc1
    1 | 15 | 0.1 | -0.1
#40 Cc1ccc(NC(=O)CC2SC(N)=NC2=O)cc1 (stereo not given)
    -7 | 6 | 0.5 | 0.1
#41 CCOC(=O)C1=C(C)N=c2s/c(=C\c3ccc(OC)cc3OC)c(=O)n2C1c1ccc(Cl)cc1 (stereo not given)
    -8 | -11 | 0.4 | -0.1
#42 Cc1c(NC(=S)NC(=O)Cc2ccccc2)cccc1C(=O)O
    -7 | 12 | -2.0 | 0.0
#43 O=C(Nc1ccccc1)c1nnn(Cc2ccccc2)c1NC(=O)C(F)(F)F
    -61 | 13 | 0.5 | 0.0
#44 O=C1NC(=S)N(Cc2ccco2)C(=O)/C1=C\N1CCOCC1
    -6 | 75* | -0.9 | -0.2
#45 CN(C)c1cccc(Nc2nc(NC3CC3)c3ncn(CCN4CCCC4=O)c3n2)c1
    6 | 9 | -2.5 | -0.1
#46 CC(NC(=O)Cc1ccccc1F)c1nc(-c2ccncc2)n[nH]1 (stereo not given)
    -3 | 10 | -0.7 | -0.1
#47 CCn1cnc2cc(NCc3ccc(OC)c(OC)c3)ccc21
    -3 | -1 | -0.3 | -0.2
#48 CC(=O)c1ccc(NC(=O)CSc2nc3c(c(=O)[nH]2)CCC3)cc1
    5 | 5 | -0.1 | 0.2
#49 CC1=NN2C(=N)/C(=C/c3cn(CCOc4ccc(C)cc4C)c4ccccc34)C(=O)N=C2S1
    -9 | 1 | -0.5 | 0.1
#50 COc1ccc(-c2nnc3ccc(SC)nn23)cc1OC
    -40 | 1 | -0.7 | 0.7
#51 O=C(c1ccccc1)c1ccc2c(c1)C(=O)N(c1ccc(Cl)cc1Cl)C2=O
    0 | 7 | 0.7 | -0.1
#52 CCCCC(NS(=O)(=O)c1ccc(C)cc1)C(=O)O (stereo not given)
    5 | 7 | 0.2 | 0.0
#53 COc1cc(C2C(C(C)=O)=C(O)C(=O)N2CC#N)ccc1O (stereo not given)
    -7 | -3 | -0.5 | 0.1
#54 CC(=O)c1ccccc1OC(=O)c1ccccc1[N+](=O)[O-]
    -1 | 1 | 1.2 | 0.5
#55 COc1ccc(CCNC(=O)c2ccc3c(=O)n(-c4ccccc4)c(=O)[nH]c3c2)cc1OC
    -6 | 8 | -1.3 | 0.0
#56 Cc1nc2ccccc2/c(=N/Nc2ccc([N+](=O)[O-])cc2)n1N
    -13 | 10 | 2.6 | 0.7
#57 COc1cccc(C2C(C(=O)Nc3ccccc3)=C(C)N=c3s/c(=C/c4cn(C)c5ccccc45)c(=O)n32)c1 (stereo not given)
    4 | 3 | 1.7 | -0.1
#58 Clc1ccc(CN2CCC(c3nc(-c4cccnc4)no3)CC2)s1
    -4 | 8 | -0.5 | -0.1
#59 Cc1cccc(-c2nc3ccccc3c(=O)n2NC(=O)c2ccc(Cl)cc2)c1
    6 | 6 | 0.4 | 0.0
#60 CCC1CCCCN1S(=O)(=O)c1ccc(OC)cc1 (stereo not given)
    7 | 4 | 0.3 | -0.1

Single records (already shown). Values in the order: TEAD-YAP inh	MITF primary	GPR151 ag	FBW7 activator
Entry for `FC(F)(F)c1cccc(-c2cc(N3CCC4(CC3)OCCO4)nc(-c3cccnc3)n2)c1` = 1	2	2.8	-0.2
Entry for `CCCCOc1ccccc1C1C(C(=O)OCC)=CN(Cc2ccc(F)cc2)C=C1C(=O)OCC` = 7	17	-0.2	0.1
Entry for `Cc1ccc(NC(=O)CC2SC(N)=NC2=O)cc1` (stereo not given) = -7	6	0.5	0.1
Entry for `CCn1cnc2cc(NCc3ccc(OC)c(OC)c3)ccc21` = -3	-1	-0.3	-0.2
Entry for `Cc1cccc(-c2nc3ccccc3c(=O)n2NC(=O)c2ccc(Cl)cc2)c1` = 6	6	0.4	0.0

Later entries.
Fields: TEAD-YAP inh | MITF primary | GPR151 ag | FBW7 activator
#61 O=c1[nH]c(=O)n(-c2ccccc2)c(O)c1/C=C1\C=CC=N1
    5 | 23 | -1.0 | 0.0
#62 CCOc1ccc2nc(NCCNC(=O)Nc3cccc(OC)c3)c(C#N)cc2c1
    4 | -15 | 0.0 | 0.0
#63 Fc1ccccc1/C=N/Nc1nnc(Cl)c2ccccc12
    -26 | 4 | 0.4 | 0.1
#64 CCOC(=O)c1c(NC(=O)C(=O)O)sc2c1CCCC2
    2 | 1 | 1.7 | -0.1
#65 FC(F)(F)COc1nc(OCC(F)(F)F)nc(N2CCCCC2)n1
    -3 | -6 | 0.8 | -0.1
#66 Cc1cc2c(c(=O)[nH]1)C(=O)O/C2=C/c1ccc(I)o1
    0 | 17 | 0.5 | 0.0
#67 CS(=O)(=O)N1CCc2cc(S(=O)(=O)Nc3ccc4oc5c(c4c3)CCCC5)ccc21
    4 | -2 | -0.8 | -0.5
#68 COc1ccc(Cl)cc1Nc1n[nH]c(C)c1[N+](=O)[O-]
    5 | 3 | 2.1 | 0.0
#69 CC(C)C(NS(=O)(=O)c1ccccc1F)C(=O)Nc1cccc(F)c1 (stereo not given)
    2 | 3 | 0.5 | 0.1
#70 COc1cccc(NC(=O)CN2CCN(c3ccccc3F)CC2)c1
    6 | 15 | 0.5 | 0.0
#71 Cc1nn(C(=O)c2ccc(F)cc2)c(C)c1Sc1ccccc1
    0 | 5 | 0.3 | 0.5
#72 CC(C)N(Cc1cnn(C)c1)C(=O)c1ccc(OC2CCN(Cc3ccccn3)CC2)cc1
    13 | 7 | 0.7 | 0.3
#73 CC1(C)OC2OC(C(=O)Oc3ccc([N+](=O)[O-])cc3)C3OC(C)(C)OC3C2O1 (stereo not given)
    -1 | 8 | -0.4 | 0.1
#74 COc1ccc(CC(=O)Nc2c3c(nn2-c2ccccc2C)CS(=O)C3)cc1 (stereo not given)
    6 | 14 | 0.9 | 0.1
#75 COc1cc(CN2CCN(CCO)CC2)cc([N+](=O)[O-])c1O
    5 | 75* | -1.6 | -0.2
#76 COc1nc(N)nc(-c2ccc3c(ccn3C)c2)n1
    2 | -3 | -1.3 | -0.1
#77 COC(=O)Oc1cc2oc(=O)sc2cc1Cl
    -2 | -3 | -1.2 | 0.4
#78 Cc1ccc(S(=O)(=O)NCc2cccnc2)cc1-c1nnc2c3ccccc3c(C)nn12
    3 | 9 | -0.2 | 0.0
#79 CC(C)Oc1ccccc1NS(=O)(=O)c1ccccc1[N+](=O)[O-]
    7 | -18 | 1.3 | 0.1
#80 CCc1ccccc1NS(=O)(=O)c1ccc2c(c1)CCC(=O)N2
    9 | 2 | 0.0 | 0.0
#81 Cc1cc(Cl)ccc1NC(=O)C1CC(O)CN1C(=O)OC(C)(C)C (stereo not given)
    5 | 18 | -1.0 | 0.2
#82 Cc1cc(C=C(C#N)C#N)c(C)n1-c1ccc(C(=O)O)cc1
    -3 | 45 | 0.6 | -0.1
#83 COc1ccc(CN2CCc3nnc(CCc4ccccc4)n3CC2)cc1
    14 | 5 | -1.4 | 0.3
#84 OCCn1cc(-c2ccc(Cl)cc2)cn1
    -2 | 6 | -1.0 | 0.1
#85 Cc1cc(C)c(NC(=O)C(C)Sc2nc3ccc(N4C(=O)c5ccccc5C4=O)cc3s2)c(C)c1 (stereo not given)
    8 | -3 | 0.9 | 0.2
#86 CCN(CCCNC(=O)c1nn(-c2cc(OC)cc(OC)c2)c(=O)c2ccccc12)Cc1ccccc1
    7 | 6 | 4.8 | 0.1
#87 CC(C)C(C(=O)OCC(=O)c1ccc(F)cc1)N1C(=O)c2cccc([N+](=O)[O-])c2C1=O (stereo not given)
    20 | 8 | -1.5 | 0.0
#88 CC(=O)C1=C(C)NC(SCC(N)=O)=C(C#N)C1c1cccnc1 (stereo not given)
    -4 | 6 | 0.2 | 0.1
#89 CCN1C(=O)NC(c2cc(I)c(O)c(OC)c2)C(C(=O)OC)=C1C (stereo not given)
    -8 | 2 | -2.4 | -0.2
#90 Cn1nnnc1SCC(=O)Nc1sc2c(c1C(N)=O)CCC2
    -14 | -4 | -0.8 | -0.1

Look-ups from above:
cpd 25 @ FBW7 activator = 0.1
cpd 84 @ TEAD-YAP inh = -2
